Screening results from PubChem.
mHTT-CaM PPI inh: mHTT-calmodulin interaction abrogation; inhibition, % at 15 µM; AID 1671202; 3.6% of 190,000 active; AlphaScreen His-mHTT/GST-CaM binding, luminescence;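 note: 0% = both proteins with DMSO and 100% = one protein alone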
Pf apPOL block: Pf-apPOL DNA polymerase inhibition. Recombinant Pf-apPOL, molecular beacon fluorescence, 1.5 h. inhibition, % at 10 µM. 0.25% of 210,000 active
* hit, by the source's call; . = no result given; & = joins results of further samples. Cut-off read from the data, not from the text of the source: active = inhibition above about 50%; inactive = the rest.

SMILES | mHTT-CaM PPI inh | Pf apPOL block
Cc1nc2c(C(=O)NCCC3=CCCCC3)cnn2c(C)c1Cc1ccccc1 | 2 | -8
O=C(O)C1CSC(C(O)C(O)C(O)C(O)CO)N1 (centres undefined) | . | -6
COc1ccc2oc(-c3ccc(N=Cc4cc([N+](=O)[O-])ccc4O)cc3)nc2c1 | 22 | -2
COc1ccc(CNC(=O)C2(C)Oc3cccnc3N(C)C2=O)cc1 (centres undefined) | 0 | -3
CSc1oc(-c2ccccc2)nc1S(=O)(=O)c1ccc(Cl)cc1 | -8 | -3
CC(=O)Nc1cccc(OC(NC(=O)c2cccc([N+](=O)[O-])c2)C(Cl)(Cl)Cl)c1 (centres undefined) | 47 | 1
N#CCc1nn(-c2ccccc2)c(N)c1C#N | 4 | 0
O=C(NC1CCCC1)c1csc2c1CCCC2 | -8 | -2
Cc1ccc(SC[C@H](Cc2ccccc2)N2CCN(CCc3ccccc3)CCC2=O)cc1 | 10 | -7
CCCCN1C(=O)C(CC(=O)N(C)C)Sc2ncccc21 (centres undefined) | -9 | -6
O=C1CC(c2coc3ccccc3c2=O)Sc2ccccc2N1 (centres undefined) | . | -10
COc1cccc(C(=O)Nc2cc(-c3nc4ccccc4o3)ccc2C)c1 | -5 | -4
COc1ccc(OC)c(-c2cn3ccn(-c4cccc(Cl)c4C)c(=O)c3n2)c1 | 27 | 0
COc1ccc(S(=O)(=O)CCc2nnc(NC(=O)c3ccc(F)cc3)s2)cc1 | -5 | -1
Cc1ccc(C2=NC3(CCN(Cc4ccc(F)cc4)CC3)NC2=O)cc1 | 1 | 3
COCc1cc(=O)n2c(n1)N(Cc1cccc(C#N)c1)CC2 | 2 | -5
CCOc1nc(C)nc(NC(=O)NS(=O)(=O)c2ccccc2Cl)n1 | 0&-8 | 2&0
Cc1cc(Cl)ccc1OCC(=O)Nc1nc2ccccc2[nH]1 | 0 | 0
Cc1cccc(NC(=O)Cn2nnc(-c3ccccc3F)n2)c1 | 11 | -3
O=C(CCC1CCCCC1)N1CCN(C(=O)C23CC4CC(CC(C4)C2)C3)CC1 | -5 | .
O=C1CSC(c2ccc(Cl)cc2)N1CCN1C(=O)CSC1c1ccc(Cl)cc1 (centres undefined) | 5 | -6&-1
Cn1nnc2ccc(-c3noc(Cc4cccc(F)c4)n3)cc21 | -4 | 0
O=C(NCC1CCCO1)C(=O)Nc1cccc(F)c1 (centres undefined) | 2 | -11
COc1ccc(/C(C#N)=C/c2ccccc2)cc1OC | -94 | 1
CC1CCN(S(=O)(=O)c2cc(C(=O)Nc3cccc(Cl)c3)ccc2F)CC1 | 0 | -4
(more compounds)
SMILES | mHTT-CaM PPI inh | Pf apPOL block
Cc1ccc(S(=O)(=O)N2CCc3c(c(-c4nc(C5CC5)no4)nn3C)C2)cc1 | 14 | 0
COC1CCC(OC)CC1 (centres undefined) | -2 | .
O=C(Nc1nnc(Cc2ccc(F)cc2)o1)c1c[nH]c2ccccc12 | 38 | -35
COc1cccc(/C=C2\N=C(c3ccccc3Br)OC2=O)c1 | 0 | -3
Cc1cc(C)cc(NC(=O)O[C@@H]2CC[C@@]34CCCN3C(=O)CCC[C@H]4C2)c1 | -1 | -8
Cc1cc(C)cc(-n2nc3c(c2NC(=O)c2cccs2)CSC3)c1 | 31 | 5
O=C(NC1CCCc2ccccc21)C1CCCN(S(=O)(=O)N2CCCCCC2)C1 (centres undefined) | -8 | -8
CC(CCc1ccccc1)NC(=O)Cn1ccc2ccccc21 (centres undefined) | -10 | -9
O=C(O)C[C@H]1c2ccccc2S(=O)(=O)N1c1ccccc1 | -10 | -3
CC(=O)C1=C(O)C(=O)N(Cc2cccnc2)C1c1ccccc1[N+](=O)[O-] (centres undefined) | 10 | 1
CN(C)C=C1C(c2ccccc2)=C(c2ccccc2)C(c2ccccc2)=C1c1ccccc1 | . | 0
COc1cc(-c2nc3sc(-c4ccc(OC5CCCC5)c(OC)c4)nc3s2)ccc1OC1CCCC1 | -1 | .
NCCNc1ccc([N+](=O)[O-])cc1C(N)=O | 4 | -3
Cn1c(=O)n(C2CCN(Cc3ccccc3C#N)CC2)c2ncncc21 | -4 | -7
CCCCNC(=O)Cc1ccc(Br)cc1 | -4 | -1
O=C(CCS(=O)(=O)c1ccccc1)Nc1ccc2c(c1)N(C(=O)c1cccs1)CC2 | 18 | -25
CCc1ccccc1N(CC(=O)Nc1ccc2c(c1)OCCO2)S(C)(=O)=O | 3 | -3
O=C(CC(C(=O)O)C1CCCO1)Nc1cccc(C(F)(F)F)c1 (centres undefined) | -4 | -1
CCc1ccc(NC(=O)N2CCCC(C)(C(=O)NCc3cccc(OC)c3)C2)cc1 (centres undefined) | -5 | 2
O=C(NC1CCCC1)C1c2ccccc2C(=O)N1CCc1ccc(Cl)cc1 (centres undefined) | 14 | -13
Cn1cnc2ccc(-c3noc(CCc4c[nH]c5ccccc45)n3)cc21 | 76* | -3
CC(=O)N1CC(c2cnc(-c3ccccc3)c(C)c2)C=C(C)C1c1ccccc1 (centres undefined) | 31 | -14&-6
CC(C)c1cc(C2CCCN2Cc2cc(F)cc(F)c2)no1 (centres undefined) | -28 | -11
CC(=O)c1ccc(NC(=O)/C=C/c2ccc3c(c2)OCO3)cc1 | 7 | 3
O=C(Nc1ccc(Br)cc1F)N1CCCC1c1ccccc1F (centres undefined) | -13 | -4

Reformatted: entries from further up
The line under a structure holds: mHTT-CaM PPI inh, Pf apPOL block
Cn1cnc2ccc(-c3noc(CCc4c[nH]c5ccccc45)n3)cc21
    76*, -3
Cc1cc(Cl)ccc1OCC(=O)Nc1nc2ccccc2[nH]1
    0, 0
Cn1c(=O)n(C2CCN(Cc3ccccc3C#N)CC2)c2ncncc21
    -4, -7

Additional results
SMILES | mHTT-CaM PPI inh | Pf apPOL block
Cc1cccc(NC(=O)C2CCN(c3c(C#N)cnc4ccccc34)CC2)c1C | -6 | 8
CCN(C(=O)Cc1nc(N)n[nH]1)C1(C(=O)Nc2ccc(C)cc2)CCCCC1 | 10 | 0
Cc1c(Br)c([N+](=O)[O-])nn1CCCC(=O)Nc1c(C)n(C)n(-c2ccccc2)c1=O | 1 | -7
COc1cc(NC(=O)C(c2ccccc2)c2ccccc2)c(Cl)cc1NC(=O)c1ccccc1 | -7 | 1
CC(C)Oc1ccc(C(=O)Nc2cccc(F)c2)cc1 | -4 | 9
C=CCNC(=O)c1c(NC(=O)c2ccccc2[N+](=O)[O-])sc2c1CCCC2 | 10 | -28
CC(C)NS(=O)(=O)c1ccc(F)cc1Br | -12 | -4
CCSc1ccc(NC(=O)c2cc(SC)ccc2Cl)cc1 | -17 | 2
O=C1C2C(C(=O)N1c1ccc(Cl)c(C(F)(F)F)c1)C1C=CC2C12CC2 (centres undefined) | -2 | -1
Cc1cc(C)cc(NC(=O)C2CC(=O)N(CCC(C)C)C2)c1 (centres undefined) | 10 | -2
O=C(NC1CCCC1)N1CCCC1c1nc(-c2ccccc2)n[nH]1 (centres undefined) | -7 | 3
Cc1ccc(N=Cc2nc(-c3ccc([N+](=O)[O-])cc3)oc2O)cc1Cl | 6 | -4
COc1ccccc1-c1coc2cc(OC(=O)C=Cc3ccccc3)ccc2c1=O | 4 | 2
COc1ccc(S(=O)(=O)Nc2nc(C)cc(C)n2)cc1 | -3 | 3
COc1ccc(-c2nnn(CC(=O)Nc3cccc(F)c3)n2)cc1 | 17&-2 | -7&3
O=C(Nc1cccc2nsnc12)c1cc2nc(-c3cccs3)cc(C(F)(F)F)n2n1 | -8 | 3
O=C(N/C(=C\c1ccc([N+](=O)[O-])cc1)c1nc2ccccc2[nH]1)c1ccco1 | 22 | -4
CSc1ccccc1NC(=O)C1CC(c2ccc(F)cc2)=NO1 (centres undefined) | -7 | -5
Nc1nonc1-c1noc(-c2cccnc2)n1 | -1 | .
COc1ccc(C(=O)Nc2cc(-c3nc4ncccc4o3)ccc2C)cc1OC | 2 | -7
N#Cc1ccc(C=C2NC(=S)NC2=O)cc1 | . | -6
CN1C(=O)C2(CCN(S(=O)(=O)c3cccc(Cl)c3)C2)c2ccccc21 (centres undefined) | 10 | -1
O=C(Nc1ccccc1Cl)c1ncn[nH]1 | 26 | -3
COc1ccc(C2SCCN2S(=O)(=O)c2ccc(Cl)cc2)cc1 (centres undefined) | -3 | 8
CC(C)NC(=O)c1ccc(C(=O)NC(C)C)nc1 | 1 | 0
(further entries)
SMILES | mHTT-CaM PPI inh | Pf apPOL block
COCCN=Cc1c(CSc2ccc(Cl)cc2)[nH]n(-c2nc3ccccc3s2)c1=O | 33 | -5
Oc1c(I)cc(I)cc1C=NCC1CC1 | . | 1
CN1CCN(C(=O)c2cnn(-c3ccccc3)c2NC(=O)c2ccc(F)cc2)CC1 | 1 | -1
O=C(COc1ccccc1)Nc1nc2ccc(Cl)cc2s1 | -7 | -4
Cc1cc2[nH]c(C(=O)Nc3ccc(F)c(F)c3)c(CN3CCOCC3)c2s1 | 11 | 18
Cc1ccc(NC(=O)c2cnn(-c3ccccc3)c2NC(=O)c2ccccc2F)cc1C | 12 | -6
CSc1ccc(C2C3=C(CCCC3=O)Nc3nc4ccccc4n32)cc1 (centres undefined) | 10 | -2
CCCNc1cc(N2CCC(CCC(=O)NCc3cc(F)cc(F)c3)CC2)ncn1 | 23 | -4
Cc1nc(C)c2c(n1)N(CCC1=CCCCC1)C(=O)CC2 | 3 | 26
CNC(=O)c1csc(N2CCCC2)n1 | -4 | -1
O=C(Sc1ccc(Cl)cc1)c1ccc(-c2cccs2)s1 | . | 3
CCCCc1ccc(NC(=O)c2ccc([N+](=O)[O-])o2)cc1 | 10 | -2
CCc1c(C)sc(NC(=O)c2ccc(Cl)c(Cl)c2)c1C(N)=O | 0 | -4
CCCc1cc(C2CCCN2C(=O)NCC(C)C)no1 (centres undefined) | -8 | 5
O=C1C2CCCC2=Nc2ccccc2N1Cc1ccccc1 (centres undefined) | 1 | 2
COc1ccc(-n2nc3c(c2NC(=O)CC2CCCCC2)CS(=O)(=O)C3)cc1 | 7 | -1
Clc1[nH]nc2ccccc12 | -8 | .
O=c1c2sccc2n(Cc2cccc([N+](=O)[O-])c2)c(=O)n1-c1cc(F)ccc1F | 7 | -6
CCOc1ccccc1NC(=O)N1CCOc2ccccc21 | -5 | -6
O=C(NC1CC1)C1CC(c2ccccc2)CN(C(=O)c2ccc(F)cc2)C1 (centres undefined) | 20 | 0
CCCCC(CC)CNC(CC(=O)Nc1ccc(F)cc1)C(=O)O (centres undefined) | 2 | -3
Cc1cccc(-c2noc(CSc3nccn3-c3ccccc3)n2)c1 | 15 | -2
COc1ccc(NC(=O)CSc2nnc3c(n2)[nH]c2ccccc23)cc1 | 10 | 1

Entries listed so far that contain fluorine, in the order listed:
SMILES | mHTT-CaM PPI inh | Pf apPOL block
COc1ccc(S(=O)(=O)CCc2nnc(NC(=O)c3ccc(F)cc3)s2)cc1 | -5 | -1
Cc1ccc(C2=NC3(CCN(Cc4ccc(F)cc4)CC3)NC2=O)cc1 | 1 | 3
Cc1cccc(NC(=O)Cn2nnc(-c3ccccc3F)n2)c1 | 11 | -3
Cn1nnc2ccc(-c3noc(Cc4cccc(F)c4)n3)cc21 | -4 | 0
O=C(NCC1CCCO1)C(=O)Nc1cccc(F)c1 (centres undefined) | 2 | -11
CC1CCN(S(=O)(=O)c2cc(C(=O)Nc3cccc(Cl)c3)ccc2F)CC1 | 0 | -4
O=C(Nc1nnc(Cc2ccc(F)cc2)o1)c1c[nH]c2ccccc12 | 38 | -35
O=C(CC(C(=O)O)C1CCCO1)Nc1cccc(C(F)(F)F)c1 (centres undefined) | -4 | -1
CC(C)c1cc(C2CCCN2Cc2cc(F)cc(F)c2)no1 (centres undefined) | -28 | -11
O=C(Nc1ccc(Br)cc1F)N1CCCC1c1ccccc1F (centres undefined) | -13 | -4
CC(C)Oc1ccc(C(=O)Nc2cccc(F)c2)cc1 | -4 | 9
CC(C)NS(=O)(=O)c1ccc(F)cc1Br | -12 | -4
O=C1C2C(C(=O)N1c1ccc(Cl)c(C(F)(F)F)c1)C1C=CC2C12CC2 (centres undefined) | -2 | -1
COc1ccc(-c2nnn(CC(=O)Nc3cccc(F)c3)n2)cc1 | 17&-2 | -7&3
O=C(Nc1cccc2nsnc12)c1cc2nc(-c3cccs3)cc(C(F)(F)F)n2n1 | -8 | 3
CSc1ccccc1NC(=O)C1CC(c2ccc(F)cc2)=NO1 (centres undefined) | -7 | -5
CN1CCN(C(=O)c2cnn(-c3ccccc3)c2NC(=O)c2ccc(F)cc2)CC1 | 1 | -1
Cc1cc2[nH]c(C(=O)Nc3ccc(F)c(F)c3)c(CN3CCOCC3)c2s1 | 11 | 18
Cc1ccc(NC(=O)c2cnn(-c3ccccc3)c2NC(=O)c2ccccc2F)cc1C | 12 | -6
CCCNc1cc(N2CCC(CCC(=O)NCc3cc(F)cc(F)c3)CC2)ncn1 | 23 | -4
O=c1c2sccc2n(Cc2cccc([N+](=O)[O-])c2)c(=O)n1-c1cc(F)ccc1F | 7 | -6
O=C(NC1CC1)C1CC(c2ccccc2)CN(C(=O)c2ccc(F)cc2)C1 (centres undefined) | 20 | 0
CCCCC(CC)CNC(CC(=O)Nc1ccc(F)cc1)C(=O)O (centres undefined) | 2 | -3

These rows are one share of the data; count on the stated rates, not on these rows.
